Source: PubChem
mHTT-CaM PPI inh: disrupts binding of mutant huntingtin to calmodulin | P42858 | AlphaScreen His-mHTT/GST-CaM binding, luminescence | inhibition, % at 15 µM | actives 3.6% (n = 190,000);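 also: 0% = both proteins with DMSO and 100% = one protein alone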
Target sequence (P42858 whole entry, looked up, stated change not applied): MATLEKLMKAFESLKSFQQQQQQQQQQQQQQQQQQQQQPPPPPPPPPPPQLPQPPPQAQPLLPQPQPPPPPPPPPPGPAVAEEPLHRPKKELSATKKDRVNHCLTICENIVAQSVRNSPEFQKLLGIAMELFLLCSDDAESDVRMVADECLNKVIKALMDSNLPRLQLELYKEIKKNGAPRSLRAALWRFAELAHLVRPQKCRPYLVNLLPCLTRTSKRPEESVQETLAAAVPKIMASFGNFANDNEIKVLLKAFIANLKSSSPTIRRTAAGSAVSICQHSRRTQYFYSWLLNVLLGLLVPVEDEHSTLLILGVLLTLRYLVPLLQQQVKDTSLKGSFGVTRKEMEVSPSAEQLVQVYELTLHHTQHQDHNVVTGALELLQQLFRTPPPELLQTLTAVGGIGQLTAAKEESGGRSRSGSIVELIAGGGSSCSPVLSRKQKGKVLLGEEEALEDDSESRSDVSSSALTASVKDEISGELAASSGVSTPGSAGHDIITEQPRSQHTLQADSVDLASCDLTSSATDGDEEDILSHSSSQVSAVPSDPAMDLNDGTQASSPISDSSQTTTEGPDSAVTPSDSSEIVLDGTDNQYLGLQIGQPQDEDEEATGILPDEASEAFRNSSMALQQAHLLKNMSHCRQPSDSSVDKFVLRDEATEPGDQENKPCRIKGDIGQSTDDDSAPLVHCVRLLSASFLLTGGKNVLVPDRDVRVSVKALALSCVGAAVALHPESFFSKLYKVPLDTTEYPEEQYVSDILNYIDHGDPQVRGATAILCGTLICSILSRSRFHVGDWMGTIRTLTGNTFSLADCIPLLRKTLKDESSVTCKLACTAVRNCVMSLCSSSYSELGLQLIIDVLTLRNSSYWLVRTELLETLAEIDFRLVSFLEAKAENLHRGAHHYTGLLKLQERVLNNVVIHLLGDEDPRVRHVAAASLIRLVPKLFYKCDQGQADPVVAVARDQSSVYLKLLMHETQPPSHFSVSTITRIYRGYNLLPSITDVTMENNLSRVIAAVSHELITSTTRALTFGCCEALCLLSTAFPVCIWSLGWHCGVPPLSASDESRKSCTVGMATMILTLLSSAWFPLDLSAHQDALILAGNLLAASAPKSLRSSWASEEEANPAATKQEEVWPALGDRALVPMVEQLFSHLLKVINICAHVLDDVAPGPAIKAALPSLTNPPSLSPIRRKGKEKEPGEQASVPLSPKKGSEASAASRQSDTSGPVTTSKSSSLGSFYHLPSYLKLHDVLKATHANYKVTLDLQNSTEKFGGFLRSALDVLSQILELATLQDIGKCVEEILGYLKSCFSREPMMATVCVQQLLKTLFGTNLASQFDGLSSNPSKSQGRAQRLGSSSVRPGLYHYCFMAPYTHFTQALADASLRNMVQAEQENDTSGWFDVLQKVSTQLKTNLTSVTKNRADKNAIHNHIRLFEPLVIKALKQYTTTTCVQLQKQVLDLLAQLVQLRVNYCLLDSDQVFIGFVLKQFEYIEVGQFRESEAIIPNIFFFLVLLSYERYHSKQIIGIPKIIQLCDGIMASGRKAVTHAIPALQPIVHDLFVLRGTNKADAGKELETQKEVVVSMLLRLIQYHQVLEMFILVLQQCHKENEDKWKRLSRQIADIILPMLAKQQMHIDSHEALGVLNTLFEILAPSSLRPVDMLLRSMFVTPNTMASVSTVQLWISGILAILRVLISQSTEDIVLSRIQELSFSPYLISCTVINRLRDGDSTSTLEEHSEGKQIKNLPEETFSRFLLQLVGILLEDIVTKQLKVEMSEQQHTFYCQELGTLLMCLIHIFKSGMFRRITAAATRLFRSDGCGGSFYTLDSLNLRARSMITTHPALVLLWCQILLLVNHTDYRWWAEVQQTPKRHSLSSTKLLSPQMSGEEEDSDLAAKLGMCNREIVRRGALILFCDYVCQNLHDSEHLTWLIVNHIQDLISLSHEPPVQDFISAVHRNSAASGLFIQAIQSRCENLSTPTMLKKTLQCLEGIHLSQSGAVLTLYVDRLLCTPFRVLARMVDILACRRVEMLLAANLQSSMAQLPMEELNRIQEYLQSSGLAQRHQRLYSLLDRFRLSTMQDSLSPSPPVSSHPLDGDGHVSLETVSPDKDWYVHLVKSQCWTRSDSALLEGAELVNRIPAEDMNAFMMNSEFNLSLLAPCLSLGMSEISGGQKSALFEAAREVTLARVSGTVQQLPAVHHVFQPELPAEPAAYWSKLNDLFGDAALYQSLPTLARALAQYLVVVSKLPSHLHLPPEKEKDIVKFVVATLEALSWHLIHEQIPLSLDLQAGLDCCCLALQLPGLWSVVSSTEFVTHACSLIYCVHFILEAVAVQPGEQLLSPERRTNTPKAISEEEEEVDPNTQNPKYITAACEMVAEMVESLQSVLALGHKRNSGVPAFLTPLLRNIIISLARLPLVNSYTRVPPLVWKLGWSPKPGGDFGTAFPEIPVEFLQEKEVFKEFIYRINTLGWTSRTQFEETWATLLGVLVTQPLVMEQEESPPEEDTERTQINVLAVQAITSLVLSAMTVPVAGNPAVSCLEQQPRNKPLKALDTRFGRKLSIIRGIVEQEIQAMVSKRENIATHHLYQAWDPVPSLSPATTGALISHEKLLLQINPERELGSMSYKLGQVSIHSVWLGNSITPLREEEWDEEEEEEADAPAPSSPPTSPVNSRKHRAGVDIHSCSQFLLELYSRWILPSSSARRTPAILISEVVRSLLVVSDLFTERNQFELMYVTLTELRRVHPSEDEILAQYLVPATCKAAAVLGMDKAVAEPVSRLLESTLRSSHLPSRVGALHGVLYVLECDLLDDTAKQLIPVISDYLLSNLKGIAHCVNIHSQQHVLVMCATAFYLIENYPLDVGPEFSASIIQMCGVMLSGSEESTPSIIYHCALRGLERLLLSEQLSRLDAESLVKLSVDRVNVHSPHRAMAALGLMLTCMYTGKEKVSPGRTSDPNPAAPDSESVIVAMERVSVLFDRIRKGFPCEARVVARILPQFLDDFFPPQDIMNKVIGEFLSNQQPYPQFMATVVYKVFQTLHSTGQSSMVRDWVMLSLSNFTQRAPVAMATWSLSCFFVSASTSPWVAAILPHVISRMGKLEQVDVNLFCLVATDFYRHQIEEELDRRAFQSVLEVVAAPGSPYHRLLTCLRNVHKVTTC
Pf apPOL inh: Pf-apPOL DNA polymerase inhibition; inhibition, % at 10 µM; Recombinant Pf-apPOL, molecular beacon fluorescence, 1.5 h; actives 0.25% (n = 210,000)
Active calls of the source: *; . = not tested or not shown; & = joins results of further samples. Rule as the data show it: active = inhibition above about 50%; inactive = the rest.

(1) C#CC1(OCC(O)CN2CCN(c3ccccc3F)CC2)CCCCC1 (stereo not drawn)
(2) Nc1c(C(=O)c2ccc(Br)cc2)sc2nc3c(cc12)C(=O)CCC3
(3) O=C(CN1CCC(c2nc(-c3cccc(F)c3)no2)CC1)Nc1ccccc1C(F)(F)F
(4) O=C(NCCc1ccncc1)c1cc(Br)ccc1O
(5) CCN(CC)C(=O)Oc1ccc2c(c1)OC(=Cc1ccc(OC)cc1OC)C2=O
(6) CC(=O)c1cccc(NC(=O)N2CCC(c3nc(C(=O)N(C)C)c(C)o3)CC2)c1
(7) CCCOc1ccc(C(=O)Nc2ccccc2I)cc1
(8) Cc1cccc(CC(=O)N2CC3CC(NC(=O)c4ccccc4)C2C3)c1 (stereo not drawn)
(9) N=C(N)SCc1ccc(Cl)cc1
(10) Cc1ccc(C)c(N2CCN(C(=O)C3c4ccccc4CC(=O)N3C)CC2)c1 (stereo not drawn)

Screen / compound no.	1	2	3	4	5	6	7	8	9	10
mHTT-CaM PPI inh	-11.3	7.0	-5.0	.	-7.2	3.0	-7.6	5.5	-9.1	43.9
Pf apPOL inh	-5.6	-3.2	-2.3	-13.3	-12.9	-5.4	3.7	-4.8	.	-7.2

(11) CC1(C(=O)Nc2ccccc2F)Oc2cccnc2NC1=O (stereo not drawn)
(12) CC1CC(C)CN(S(=O)(=O)N2CCCC(C(=O)NC3CC3)C2)C1 (stereo not drawn)
(13) Clc1ccc(CN2CC[C@H]3C=CCc4cccc(c43)C2)cc1
(14) CC(=O)Nc1ccccc1-c1ccccc1
(15) CCc1cccc(NC(=O)N2CC(c3nc(C)no3)C3(CCOCC3)C2)c1 (stereo not drawn)
(16) CC(=NNCCC#N)C(=NOC(=O)c1ccc([N+](=O)[O-])cc1)C(=O)Nc1ccccc1
(17) O=C(NC1CCCCC1)c1ccc(S(=O)(=O)N2CCCC2)cc1
(18) CC1CCCC(NCCN2CCOCC2)C1 (stereo not drawn)
(19) Oc1oc(-c2ccc(Br)cc2)nc1C=Nc1nncs1
(20) O=C(NCC1(O)CCCC1)C(=O)NC1CCCC1

Screen / compound no.	11	12	13	14	15	16	17	18	19	20
mHTT-CaM PPI inh	-10.0	-6.0	34.3	-1.7	5.5	.	1.1	-4.0	7.0	-1.3
Pf apPOL inh	0.6	-19.4	2.7	-9.6	-5.8	-9.1	-4.2	-2.4	36.8	4.9

(21) Cc1cn(S(=O)(=O)c2ccc(I)cc2)cn1
(22) COc1ccc(C(=O)CSc2ccccn2)cc1
(23) CCC(=O)Nc1cccnc1-c1ccc(C(=O)Nc2ccc(C)cc2C)cc1
(24) Nc1ccccc1SCC=CCSc1ccccc1N
(25) Cc1ccccc1-n1nc2c(c1NC(=O)c1c(F)cccc1Cl)CS(=O)(=O)C2
(26) CCOc1ccccc1C(=O)Nc1ccc(I)cc1C
(27) CCOc1cc(C(=O)NC(C)COC)cc(OCC)c1OCC (stereo not drawn)
(28) Cc1ccc(C2C(=C(O)c3ccc(Cl)cc3)C(=O)C(=O)N2CCCN(C)C)o1 (stereo not drawn)
(29) O=C(Nc1ccc([N+](=O)[O-])cc1)C(=O)N1CCC(O)CC1
(30) O=C(CSc1ncnc2sc3c(c12)CCCC3)c1ccc(F)cc1

Screen / compound no.	21	22	23	24	25	26	27	28	29	30
mHTT-CaM PPI inh	0.8	-10.4	6.9	.	-3.0	19.1	-8.3	-0.4	-4.0	-2.9
Pf apPOL inh	17.0	4.0	0.2	-1.9	-3.3	-0.2	-2.9	2.4	0.2	-9.3

(31) COc1ccc(OC)c(NC(=O)C(=O)NN)c1
(32) Cn1ncc(N=Cc2ccc([N+](=O)[O-])cc2)c1C(N)=O
(33) O=C(Nc1cccc(F)c1)N1CCN(Cc2nc3cccnc3n2-c2ccccc2)CC1
(34) O=C(Nc1nc(-c2ccc(Cl)cc2)cs1)C1CC1
(35) Cc1ccc2c(c1)NC(=O)C(C(=O)NC1CCCCCCC1)O2 (stereo not drawn)
(36) CCCCNC(=O)c1nnn(-c2ccc(C)c(C)c2)c1-c1ccncc1
(37) COc1cc(OC)cc(C(=O)NCC2(O)CCc3ccccc32)c1 (stereo not drawn)
(38) Cc1cc(C)cc(-n2cnc3cc(C(=O)NC4CCCC4)ccc32)c1
(39) COc1ccc(Cl)cc1C1=N/C(=C/c2cccnc2)C(=O)O1
(40) CCOc1ccc(C(=O)Nc2ccccn2)cc1[N+](=O)[O-]

Screen / compound no.	31	32	33	34	35	36	37	38	39	40
mHTT-CaM PPI inh	.	11.0	-4.9	-2.7	-3.8	-6.7	-1.4	13.0	1.0	4.0&2.6
Pf apPOL inh	-6.9	-0.4	6.4	-2.8	-2.1	-2.8	-4.8	24.9	1.5	-7.3&1.8

(41) Cc1cccc(/C=C2\SC(=Nc3ccccc3)NC2=O)n1
(42) CCC(C)c1ccc(OCCNCCO)cc1 (stereo not drawn)
(43) COc1cc(CCC(=O)NNC(=O)c2ccc(Cl)cc2)cc(OC)c1OC
(44) CCOC(=O)c1sc(NC(=O)C(F)(F)F)c(C(=O)OCC)c1C
(45) O=C(C1CC(=O)N(c2ccc3c(c2)CCN3C(=O)C2CC2)C1)N1CCCCCC1 (stereo not drawn)
(46) O=C(Nc1ccccc1C(=O)Nc1ccncc1)c1ccccc1
(47) CCOc1ccc(NC(=O)c2cc(Cl)cc(Cl)c2)c([N+](=O)[O-])c1
(48) COc1ccc(CC(=O)Nc2ccccc2[N+](=O)[O-])cc1OC
(49) CC1(CNCc2ccccc2O)C2CC3CC(C2)CC1C3 (stereo not drawn)
(50) CCc1ccc(/C=C/c2c([N+](=O)[O-])c(=O)n(C)c(=O)n2C)cc1

Screen / compound no.	41	42	43	44	45	46	47	48	49	50
mHTT-CaM PPI inh	-3.0	-5.1	.	.	-3.1	.	6.7	5.4	-8.4	7.4
Pf apPOL inh	-4.8	6.9	-2.3	-5.5	-1.4	-4.5	-9.7	-2.7	2.5	-3.6

A draw from above in order of count of non-hydrogen atoms, lowest first.
(9) N=C(N)SCc1ccc(Cl)cc1
(21) Cc1cn(S(=O)(=O)c2ccc(I)cc2)cn1
(31) COc1ccc(OC)c(NC(=O)C(=O)NN)c1
(34) O=C(Nc1nc(-c2ccc(Cl)cc2)cs1)C1CC1
(4) O=C(NCCc1ccncc1)c1cc(Br)ccc1O
(26) CCOc1ccccc1C(=O)Nc1ccc(I)cc1C
(49) CC1(CNCc2ccccc2O)C2CC3CC(C2)CC1C3 (stereo not drawn)
(39) COc1ccc(Cl)cc1C1=N/C(=C/c2cccnc2)C(=O)O1
(47) CCOc1ccc(NC(=O)c2cc(Cl)cc(Cl)c2)c([N+](=O)[O-])c1
(2) Nc1c(C(=O)c2ccc(Br)cc2)sc2nc3c(cc12)C(=O)CCC3
(38) Cc1cc(C)cc(-n2cnc3cc(C(=O)NC4CCCC4)ccc32)c1
(36) CCCCNC(=O)c1nnn(-c2ccc(C)c(C)c2)c1-c1ccncc1

Screen / compound no.	9	21	31	34	4	26	49	39	47	2	38	36
mHTT-CaM PPI inh	-9.1	0.8	.	-2.7	.	19.1	-8.4	1.0	6.7	7.0	13.0	-6.7
Pf apPOL inh	.	17.0	-6.9	-2.8	-13.3	-0.2	2.5	1.5	-9.7	-3.2	24.9	-2.8

(15) CCc1cccc(NC(=O)N2CC(c3nc(C)no3)C3(CCOCC3)C2)c1 (stereo not drawn)
(45) O=C(C1CC(=O)N(c2ccc3c(c2)CCN3C(=O)C2CC2)C1)N1CCCCCC1 (stereo not drawn)
(33) O=C(Nc1cccc(F)c1)N1CCN(Cc2nc3cccnc3n2-c2ccccc2)CC1

Screen / compound no.	15	45	33
mHTT-CaM PPI inh	5.5	-3.1	-4.9
Pf apPOL inh	-5.8	-1.4	6.4

Additional structures follow:
(51) CCCCOC(=O)Nc1ccc(S(=O)(=O)Nc2ccc([N+](=O)[O-])cc2)cc1
(52) COc1ccc(C(=O)Nc2ccc(S(=O)(=O)Nc3ncccn3)cc2)cc1[N+](=O)[O-]
(53) CSc1nc(N2CCCC2)nc(-c2ccco2)c1C#N
(54) Clc1ccc(C2=CC(c3ccc(Br)cc3)n3nnnc3N2)cc1 (stereo not drawn)
(55) CC(=O)Nc1ccc(Cc2ccc(NC(C)=O)c(C)c2)cc1C
(56) CN(C)c1ccc(/C=C2/C(=N)N3N=C(C(F)(F)F)SC3=NC2=O)cc1
(57) O=C(Nc1ncc(Cc2ccc(Br)cc2)s1)C1=NCCN1
(58) COc1ccc(NS(=O)(=O)c2cc3c(s2)CCN(C(=O)C2CC2)C3)cc1OC
(59) Cc1cc2n(n1)CCCN2C(=O)CCC(=O)N1CCN(c2ccccc2)CC1
(60) NC(=O)c1ccc(NC(=O)Nc2ccccc2)cc1

Screen / compound no.	51	52	53	54	55	56	57	58	59	60
mHTT-CaM PPI inh	20.0	0.0	.	2.0	-10.6	-2.0	7.9	12.6	2.1	-2.0
Pf apPOL inh	15.8	-13.5	-0.3	-2.4	4.0	-3.2	4.7	0.4	0.0	-0.5

(61) Cc1ccc(NS(=O)(=O)c2ccccc2[N+](=O)[O-])cc1C
(62) COc1cccc(C2SCC(=O)N2c2cccc(C)c2)c1OC (stereo not drawn)
(63) CC(C)(C)CC(=O)N1CCCN(Cc2noc(-c3ccccc3)n2)CC1
(64) Cc1ccc(-n2nc3c(c2NC(=O)c2ccc(C(C)(C)C)cc2)CS(=O)C3)cc1 (stereo not drawn)
(65) FC(F)(F)c1ccccc1NC(=S)O[C@H]1CCC12CCC(c1ccccc1)CC2 (stereo partly drawn)
(66) O=C(NCCCCCCNC(=O)C1CCCCC1)C1CCCCC1
(67) O=C(NC1CCCCCC1)c1ccccc1N(Cc1ccccc1)S(=O)(=O)c1ccccc1
(68) O=C(CCC1CCCC1)N1CCN(C(=O)c2ccccc2)CC1
(69) CC1=C(C(=O)OC(C)C)C(C2CC=CCC2)NC(=O)N1 (stereo not drawn)
(70) O=C(O)CCC(=O)Nc1nc2n(n1)C(c1ccccc1)C=C(c1ccccc1)N2 (stereo not drawn)
(71) CCCN1CCCCC1c1nncn1-c1ccccc1 (stereo not drawn)

Screen / compound no.	61	62	63	64	65	66	67	68	69	70	71
mHTT-CaM PPI inh	12.0	-6.0	-5.9	19.0	-19.4	-6.7	3.1	3.8	-2.6	18.0	-1.4
Pf apPOL inh	50.7*	-0.9	1.5	-2.4	-7.9	.	2.2	-2.9	.	0.1	-5.5
